JMJD2A Tudor inh: JMJD2A Tudor domain (human) inhibition | AlphaScreen JMJD2A-Tudor / H3K4me3 peptide binding | Potency, µM (highest dose often 114 µM), for inactives: at the top dose activity change, negative = inhibition, usual class: inhibitors | 390,000 tested, 4.4% active | AID 504339; also: potency is read from the fitted curve at half-maximal effect; % is scaled to controls: 0 for no effect and ±100 for the full control effect; nearly all actives have a fitted effect of over 50% in size
GLS inhibitor: blocks human kidney-isoform glutaminase activity; O94925; AID 624170; 410,000 tested, 0.21% active; Potency, µM (titrated, usually from 45.5 µM), without a hit: at the top dose activity change, negative = inhibition, hits mostly inhibitors; GLS enzymatic activity, qHTS titration; also: potency is read from the fitted curve at half-maximal effect; % is scaled to controls: 0 for no effect and ±100 for the full control effect
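hKGA; 45 mM KH2PO4 pH 8.2 + 0.02% Tween-20; cpd via pin tool; 1 mM Gln soln; GluOx/HRP/Amplex Red; RT 30 min; fluor. t0 & final.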
G9a block: G9a (human) methyltransferase inhibition; Q96KQ7; G9a H3K9 monomethylation, AlphaScreen, 2 h; Potency, µM (titrated, usually from 102 µM), for inactives: at the highest dose activity, negative = inhibition, hits mostly inhibitors; 350,000 tested, 8.8% active; AID 504332; also: potency is read from the fitted curve at half-maximal effect; % is scaled to controls: 0 for no effect and ±100 for the full control effect; nearly all actives have a fitted effect of over 75% in size
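G9a (20 nM) was preincubated 15 min with compound, then reacted 2 h at room temperature with 500 nM biotin-H3K9 peptide and 20 µM SAM. Monomethyl-H3K9 detected by AlphaScreen using anti-H3K9me1 antibody.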
ERG-DNA inh: blocks human ERG Ets domain binding to DNA; fluorescence polarization, His-ERG Ets domain / labelled DNA; Potency, µM (series often up to 76.9 µM), for inactives: top-dose FP activity, negative = inhibition, actives largely listed as inhibitors; 370,000 tested, 0.028% active; AID 624246; active = well fitted inhibition curve with a large enough effect in the polarisation, with a control signal flat; inconclusive = small, poorly fitted or top-dose-only effect, or effect the other way, or a change in a side signal; inactive = no such curve, though single readings can be large or run the other way; the % refers to the polarisation;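 also: polarization taken with two DNA probes labelled with fluorescein and Texas red; potency is read from the fitted curve at half-maximal effect; % of control where 0% means no effect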
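His-tagged ERG Ets domain (1 uM in the protein solution; 300mM KCl, 50mM Tris-HCl, 1mM EDTA, 1mM DTT, pH 7.5) received compound, then a probe mix of 5 nM fluorescein-DNA and 100nM Texas-615-DNA. Fluorescence polarization was read for both dyes.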
HP1b chromo inh: HP1-beta chromodomain-methylated histone interaction inhibition. P83916. AlphaScreen HP1-beta / biotin-H3K9me3 peptide binding. Potency, µM (highest dose often 114 µM), inactives show top-dose activity change, negative = inhibition, usual class: inhibitors. 390,000 tested, 0.56% active. AID 540317; also: potency is read from the fitted curve at half-maximal effect; nearly all actives have a fitted effect of over 70% in size; inactives centre near 23
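AlphaScreen: HP1-beta (50 nM) preformed 30 min with biotin-H3(1-18)K9me3 peptide (50 nM) in PBS pH 7.4, 0.01% Tween-20. Compound added for 30 min at RT, then streptavidin donor/nickel chelate acceptor beads (10 ug/mL) for 30 min.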
BAZ2B block: inhibitors of human BAZ2B bromodomain; AlphaScreen BAZ2B-H3K14Ac peptide displacement; Potency, µM (top dose mostly 114 µM), for inactives: at the top dose activity change, negative = inhibition, hits mostly inhibitors; 360,000 tested, 4.4% active; also: potency is read from the fitted curve at half-maximal effect; % is scaled to controls: 0 for no effect and ±100 for the full control effect; nearly all actives have a fitted effect of over 60% in size
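Protein-peptide AlphaScreen: BAZ2B 50 nM, b-H3K14Ac 50 nM, 1x PBS pH 7.4 + 0.01% Tween-20. Preincubation 30 min RT; cpd 30 min RT (top 110 uM); beads 20 min RT, light-protected.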
Tb PGK inh: inhibitors of T. brucei phosphoglycerate kinase; 380,000 tested, 0.043% active; Potency, µM (series often up to 57.5 µM), inactives show at the top dose activity change, negative = inhibition, hits mostly inhibitors; PGK/GAPDH coupled, Kinase-Glo luminescence, 60 min; P07378; AID 602233; also: potency is read from the fitted curve at half-maximal effect; % is scaled to controls: 0 for no effect and ±100 for the full control effect; nearly all actives have a fitted effect of over 60% in size
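Recombinant glycosomal PGK reaction used 1,3-bisphosphoglycerate generated in-well by GAPDH (100nM final) in 100mM TEA pH 7.6, 5mM MgCl2, 0.01% Tween-20. After 60 minutes at room temperature, ATP was read by Kinase-Glo Plus luminescence end-point.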
Pin1 inhibitor: human Pin1 inhibition; Q13526; Pin1 FP peptide displacement, HiFluor488, 10 min; Potency, µM (top dose mostly 115 µM), for the others: top-dose activity, negative = inhibition, usual class: inhibitors; 390,000 tested, 0.009% active; AID 504891; active = well fitted inhibition curve with a large enough effect in the polarisation, with a control signal flat, not every such curve was filed as active; inconclusive = small, poorly fitted or top-dose-only effect, or effect the other way, or a change in a side signal; inactive = no such curve, though single readings can be large or run the other way; the % refers to the polarisation; also: potency is read from the fitted curve at half-maximal effect; % is scaled to controls: 0 for no effect and ±100 for the full control effect
PI4K2A block: inhibitors of human PI4K2A; purified PI4K2A, ADP-Glo luminescence, 1 h; active compounds read low; activity change, negative = inhibition, % at 76.9 µM; Q9BTU6; 420,000 tested, 0.13% active; in the data active = activity change below about -50%; inconclusive = mostly about -30% to -49%;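 also: -100% = wells without enzyme as full effect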
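In this quantitative HTS, ADP production by PI4K2A was quantified luminescently after 1 h at ambient temperature; 100 microM adenosine served as plate-quality control.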
The depositor's hits bear a star; i = inactive; ? = inconclusive; · = no result given; [ ] = dose if it differs, or a comment. Unless noted, calls follow the shape of the dose curve; as a rule, active = well fitted curve in the direction sought with a large enough effect; inconclusive = small, poorly fitted or top-dose-only effect, or another doubt; inactive = no such curve, though single readings can be large; an effect the other way counts as inactive or inconclusive.

SMILES	JMJD2A Tudor inh	GLS inhibitor	G9a block	ERG-DNA inh	HP1b chromo inh	BAZ2B block	Tb PGK inh	Pin1 inhibitor	PI4K2A block
CC(=O)c1ccc(S(=O)(=O)NCCc2cn3ccc(C)cc3n2)cc1	11%	-9%	·	10%	30%	·	-2%	6%	2
O=C(OCC(=O)N1CCN(c2ccccc2)CC1)c1ccncc1	-7%	15%	-31%[59 µM]	2%	24%	4%	6%	0%	0
O=C(NCc1ccccc1)C1=C[C@@H](c2ccc(Br)cc2)C[C@@H](OCCCCO)O1	-32%	9%	?	2%	32%	-22%	-9%	12%	0
COc1ccc(OC)c2sc(NC(=O)c3cccc(N4C(=O)CCC4=O)c3)nc12	-16%	-7%	?	6%	33%	-20%	11%	?	-24
CC(C)c1ccccc1NC(=O)C1C2C=CC(C2)C1C(=O)O (stereo unspecified)	-9%	6%	·	7%	51%[activator]	10%	3%	-10%	3
c1ccc2cc(-c3cc4ccccn4c3)ccc2c1	?	-3%	35µM*	·	-25%	?	-1%	-1%	-5
O=C(O)CC1Sc2nc3ccccc3n2C1=O (stereo unspecified)	-23%	10%	45µM*	-1%	29%	1%	5%	·	3
COc1ccc(C(C#N)N2N=C(C)CC2(C)C)cc1 (stereo unspecified)	-12%	-1%	-10%[59 µM]	2%	51%	5%	-5%	0%	-2
Cc1cc2c(SCC(=O)Nc3ccccc3O)ncnc2s1	-25%	4%	·	2%	-19%[57 µM]	·	6%	13%	-27
COc1ccc(N/C=C/C(=O)c2ccc(Oc3ncccn3)cc2)cc1	-12%	7%	-3%[59 µM]	3%	37%	-4%	-1%	3%	-2

Structures above that have a carbonyl joined to an NH by a bond outside any ring:
SMILES	JMJD2A Tudor inh	GLS inhibitor	G9a block	ERG-DNA inh	HP1b chromo inh	BAZ2B block	Tb PGK inh	Pin1 inhibitor	PI4K2A block
O=C(NCc1ccccc1)C1=C[C@@H](c2ccc(Br)cc2)C[C@@H](OCCCCO)O1	-32%	9%	?	2%	32%	-22%	-9%	12%	0
COc1ccc(OC)c2sc(NC(=O)c3cccc(N4C(=O)CCC4=O)c3)nc12	-16%	-7%	?	6%	33%	-20%	11%	?	-24
CC(C)c1ccccc1NC(=O)C1C2C=CC(C2)C1C(=O)O (stereo unspecified)	-9%	6%	·	7%	51%[activator]	10%	3%	-10%	3
Cc1cc2c(SCC(=O)Nc3ccccc3O)ncnc2s1	-25%	4%	·	2%	-19%[57 µM]	·	6%	13%	-27

The list continues.
SMILES	JMJD2A Tudor inh	GLS inhibitor	G9a block	ERG-DNA inh	HP1b chromo inh	BAZ2B block	Tb PGK inh	Pin1 inhibitor	PI4K2A block
CSc1nc2ccccc2c(=O)n1C1CCCCC1	85%[activator]	-13%	128%[activator]	8%	112%[activator]	70%[activator]	-2%	-1%	3
Nc1cc(=O)[nH]c(SCC(=O)Nc2ccc(S(=O)(=O)N3CCOCC3)cc2)n1	-7%	-3%	43%[59 µM]	2%	35%	-6%[57.1 µM]	-5%	14%	-9
O=C(COC(=O)c1cc(S(=O)(=O)N2CCOCC2)ccc1F)NCCc1ccc(F)cc1	-2%	7%	·	0%	44%[activator]	·	1%	8%	-2
Cc1ccc(C(=O)N/C(=C/c2ccc(Cl)cc2)C(=O)Nc2cccc(C(=O)O)c2)cc1	-6%	6%	31%[59 µM]	4%	8%	15%	i	4%	-5
O=C(NCc1ccco1)Nc1ccc2nsnc2c1	-15%	2%	?	-2%	19%	7%	-1%	-3%	?
Cn1cccc1P(=O)(c1cccn1C)c1cccn1C	-25%	3%	-5%[12.7 µM]	·	16%	-12%	-10%	2%	-4
CCOc1ccc(NC(=O)CSc2nnc(CC)c(CC)n2)cc1	-9%	6%	-7%[59 µM]	-2%	20%	-5%	-9%	-8%	-3
CCOC(=O)N1CCN(C(=O)COC(=O)COc2c(C)cc(C)cc2C)CC1	-3%	3%	6%[0.501 µM]	3%	18%	55%[activator]	2%	0%	1
CC(C)OCCCN1C(=O)c2[nH]nc(-c3ccccc3O)c2C1c1ccccc1F (stereo unspecified)	-32%	20%	-6%[59 µM]	2%	29%	-22%	3%	-14%	-2
Cc1ccc(SCc2ccc(C(=O)Nc3cccnc3)cc2)cc1	-15%	-1%	0%[59 µM]	-8%	31%	-2%	-4%	0%	-1
O=C(Nc1nnc(SCc2c(Cl)cccc2Cl)s1)C1CC(=O)N(c2ccc3c(c2)OCCO3)C1 (stereo unspecified)	-36%	9%	-25%[59 µM]	-3%	31%	?	-9%	13%	-12
O=C1CC(c2nc3ccccc3[nH]2)CN1Cc1ccccc1 (stereo unspecified)	-1%	-7%	18%[59 µM]	-8%	48%[activator]	-5%	i	4%	-1
COC(=O)c1cc(NC(=O)CN2C(=O)CSC2=O)ccc1Cl	-4%	2%	-9%	-2%	45%[activator]	-3%	-1%	4%	6
COC(C[C@H]1O[C@@H]1C(=O)COCc1ccccc1)OC	-3%	0%	·	-1%	37%[activator]	·	1%	-1%	-4
Cc1cccc(S(=O)(=O)NNC(=O)c2sc(C)nc2C)c1	10µM*	?	?	-14%	6%	-22%	-4%	-14%	1
CC(Oc1cccc(F)c1)c1ccnc2nc(/N=C/N(C)C)nn12 (stereo unspecified)	-2%[11.4 µM]	?	56%[activator]	15%	3%	-2%	-10%	-1%	-5
COc1ccc(C2NC(=O)N(C)C3=C2C(=O)CC(C)(C)C3)cc1OC (stereo unspecified)	-10%	-10%	4%[59 µM]	-19%	27%	-7%	-3%	7%	-1
COc1ccc(N(C(=O)Cn2nnc3ccccc32)C2(C(=O)NC3CCCC3)CCCCC2)cc1	-7%	2%	26%	·	-1%	-3%	i	4%	0
Cc1noc(C)c1C(=O)Nc1ccccc1C(=O)NCCc1ccccc1	-5%	4%	-5%	6%	-4%	-18%	-10%	10%	2
COc1cc2c(cc1NC(=O)COc1cc(C)cc(C)c1)oc1ccccc12	-3%	1%	4%[59 µM]	2%	16%	-1%	i	-6%	0

Single records, as listed above:
Cc1cc2c(SCC(=O)Nc3ccccc3O)ncnc2s1 is listed as JMJD2A Tudor inh: -25%; GLS inhibitor: 4%; G9a block: ·; ERG-DNA inh: 2%; HP1b chromo inh: -19%[57 µM]; BAZ2B block: ·; Tb PGK inh: 6%; Pin1 inhibitor: 13%; PI4K2A block: -27
Cc1ccc(SCc2ccc(C(=O)Nc3cccnc3)cc2)cc1 is listed as JMJD2A Tudor inh: -15%; GLS inhibitor: -1%; G9a block: 0%[59 µM]; ERG-DNA inh: -8%; HP1b chromo inh: 31%; BAZ2B block: -2%; Tb PGK inh: -4%; Pin1 inhibitor: 0%; PI4K2A block: -1

(continued)
SMILES	JMJD2A Tudor inh	GLS inhibitor	G9a block	ERG-DNA inh	HP1b chromo inh	BAZ2B block	Tb PGK inh	Pin1 inhibitor	PI4K2A block
COc1ccccc1-c1cc(C(F)(F)F)nc(S(=O)(=O)CCCC(=O)Nc2cccnc2Cl)n1	-18%	0%	?	2%	43%[activator]	-17%	8%	3%	-3
COC(=O)c1c(C)[nH]c(C(=O)C(C)OC(=O)C2CC(=O)N(c3ccc(C)cc3)C2)c1C (stereo unspecified)	-26%	0%	-18%[0.0925 µM]	-7%	28%	-39%	-7%	-2%	3
CCn1c(SCC(=O)NCc2ccccc2)nnc1-c1ccccc1O	-17%	-14%	?	·	17%	-5%	-5%	-4%	0
Cc1nc2ccccn2c1C(=O)NN	-16%	2%	?	-7%	36%	?	31%[activator]	-13%	-2
O=C(Nc1ccc2c(c1)CCC2)Nc1ccc2c(c1)OCO2	-27%	-2%	?	11%	31%	0%	-12%	2%	-3
Cc1ccc(NC(=O)c2sc(-n3nc(C)c(Cc4ccc5c(c4)OCO5)c3C)nc2C)cc1Cl	4%	-15%	-1%[59 µM]	20%	·	-2%	-3%	-7%	-1
Cc1nc([N+](=O)[O-])cn1CCC#N	-3%	4%	·	2%	34%	3%	8%	2%	13
O=C(O)C1CCCN1c1ncccc1[N+](=O)[O-] (stereo unspecified)	-13%[11.4 µM]	1%	-32%	-5%	42%[activator]	-17%	2%	1%	-3
CCOP(=O)(OCC)C(NC(C)=O)C(=O)c1ccccc1 (stereo unspecified)	-8%	25%	-28%	20%	32%	-11%	1%	7%	-6
COC(=O)c1ccc(/C=N/Nc2nc(N3CCCCC3)nc(N3CCCCC3)n2)cc1	-5%	2%	-7%[59 µM]	6%	29%	-12%	-2%	3%	0

2 compounds picked at random from those above:
SMILES	JMJD2A Tudor inh	GLS inhibitor	G9a block	ERG-DNA inh	HP1b chromo inh	BAZ2B block	Tb PGK inh	Pin1 inhibitor	PI4K2A block
CCOP(=O)(OCC)C(NC(C)=O)C(=O)c1ccccc1 (stereo unspecified)	-8%	25%	-28%	20%	32%	-11%	1%	7%	-6
COc1cc2c(cc1NC(=O)COc1cc(C)cc(C)c1)oc1ccccc12	-3%	1%	4%[59 µM]	2%	16%	-1%	i	-6%	0

High-throughput results as filed in PubChem BioAssay.
